Bioassay records (PubChem BioAssay)
Jurkat NFkB inh = inhibitors of the PMA/ionomycin-induced NF-kB reporter in Jurkat cells; inhibition, % at 4 µM; hit rate 0.53% among 330,000; PMA/ionomycin-induced NF-kB luciferase reporter, luminescence; in the data active = inhibition above about 50%
Mdm2 MdmX PPI = human Mdm2/MdmX binding inhibition. hit rate 3% among 330,000. inhibition, % at 8 µM. SaOS-2 split-luciferase Mdm2/MdmX complementation, luminescence. O15151+Q00987;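 active = inhibition of at least 50% at 8 µM in the primary screen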
CCR6 antagonist = CCR6 (human) receptor antagonism. AID 493098. hit rate 0.49% among 340,000. CHO-K1 CCR6 PathHunter beta-arrestin, luminescence, CCL20-stimulated. P51684. inhibition, % at 20 µM;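 active = compounds whose inhibition of the agonist-driven luminescence signal at 20 µM reaches about 50%, limit read from the data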;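 note: cells stimulated with CCL20 at 14 nM final; plate controls were DMSO with CCL20 for no effect and DMSO without agonist for full effect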
Target sequence (P51684 whole entry, looked up): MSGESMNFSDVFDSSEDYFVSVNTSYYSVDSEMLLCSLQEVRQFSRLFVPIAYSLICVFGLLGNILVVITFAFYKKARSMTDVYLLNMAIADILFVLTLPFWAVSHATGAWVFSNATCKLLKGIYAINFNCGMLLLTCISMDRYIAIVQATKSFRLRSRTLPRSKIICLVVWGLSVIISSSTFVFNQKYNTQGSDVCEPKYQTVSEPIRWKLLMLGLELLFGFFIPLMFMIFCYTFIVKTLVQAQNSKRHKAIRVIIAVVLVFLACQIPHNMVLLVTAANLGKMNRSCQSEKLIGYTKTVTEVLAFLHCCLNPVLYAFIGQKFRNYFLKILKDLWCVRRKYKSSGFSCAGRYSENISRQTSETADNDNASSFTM
EBI2 antag = antagonists of human EBI2 receptor; P32249; EBI2 beta-arrestin recruitment, luminescence, 7a,25-OHC stimulated; inhibition, % at 5 µM; hit rate 0.81% among 360,000; in the data active = inhibition above about 38%;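 note: enzyme fragment complementation signal reports receptor beta-arrestin coupling in cells; 0% = agonist plus DMSO wells and 100% = wells without agonist; some results beyond the cut were filed as inactive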
Target sequence (P32249 whole entry, looked up, the tested form may be a part): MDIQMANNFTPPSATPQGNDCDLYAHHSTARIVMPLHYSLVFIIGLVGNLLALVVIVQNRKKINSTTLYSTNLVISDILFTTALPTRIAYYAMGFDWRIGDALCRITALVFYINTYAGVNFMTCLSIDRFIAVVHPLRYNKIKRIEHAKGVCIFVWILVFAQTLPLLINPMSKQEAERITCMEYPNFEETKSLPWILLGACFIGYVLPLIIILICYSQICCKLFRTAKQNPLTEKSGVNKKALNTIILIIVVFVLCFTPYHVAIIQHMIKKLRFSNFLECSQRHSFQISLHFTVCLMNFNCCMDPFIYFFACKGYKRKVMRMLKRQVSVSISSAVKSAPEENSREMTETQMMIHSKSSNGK
UPR XBP1 act = activators of adaptive arm of unfolded protein response (XBP1); hit rate 0.33% among 330,000; CHO-XBP1 luciferase reporter, IRE1-XBP1 UPR activation, luminescence; percent of tunicamycin response, DMSO as zero; AID 463104; activation, % at 20 µM;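 active = versus positive control, 20 µM dose yields 30% or more activation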;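 note: 100% = tunicamycin at 10 µg/mL and 0% = DMSO only wells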
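Assay system: IRE1-XBP1 luciferase reporter CHO line. Input: 1000 cells/well. Buffer or medium: F12 with 10% serum. Doses: 20 µM, 1% DMSO. Times: overnight seeding at 37 °C, 6 h compound treatment at 37 °C. Technique: Steady-Glo luciferase glow luminescence, 10 min after reagent addition.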
CXCR6 inh = inhibitors of human CXCR6 receptor. O00574. CHO-K1 PathHunter CXCR6 beta-arrestin, luminescence. inhibition, % at 20 µM. hit rate 0.36% among 360,000. AID 602244; in the data active = inhibition above about 34%, passing the limit was not always enough;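 note: antagonist mode with CXCL16 agonist at 10 nM final; 0% = 10 nM CXCL16 with DMSO and 100% = unstimulated wells without agonist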
CHOP UPR activ = apoptotic UPR (CHOP) activation | activation, % at 10 µM | hit rate 0.34% among 330,000 | CHO-CHOP luciferase reporter, luminescence; percent of tunicamycin response over DMSO baseline;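 active = at 10 µM dose, activation of 40% or more, normalized to positive control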;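 note: 100% = tunicamycin at 10 µg/mL and 0% = DMSO alone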
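Assay system: CHO-CHOP cells, stable luciferase reporter of PERK-eIF2a-CHOP signalling / Buffer or medium: F12 plus 10% serum / Compound dosing: one dose, 10 µM in 0.5% DMSO / Times: 6 h compound treatment, 37 °C / Technique: luciferase luminescence / Read-out: % reporter activation, DMSO baseline versus tunicamycin full activation / Benchmarks: tunicamycin and DMSO controls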
Gli-Sufu antag = blocks Gli-Sufu signaling in a luciferase reporter. inhibition, % at 5 µM. hit rate 0.74% among 340,000. Sufu-KO-LIGHT fibroblasts, Gli luciferase reporter luminescence;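 active = inhibition above about 55%, limit read from the data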;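 note: 0% = DMSO-treated cells and 100% = wells with medium but no cells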
697 NFkB inh = inhibitors of the PMA/ionomycin-induced NF-kB reporter in 697 B cells | hit rate 0.33% among 330,000 | 697 B-cell NF-kB luciferase reporter, 16 h | inhibition, % at 4 µM; in the data active = inhibition above about 35%
Starred values were filed as active, the others as inactive; . = no result given.

SMILES	Jurkat NFkB inh	Mdm2 MdmX PPI	CCR6 antagonist	EBI2 antag	UPR XBP1 act	CXCR6 inh	CHOP UPR activ	Gli-Sufu antag	697 NFkB inh
COc1ccc(-c2noc(C3CCCN(C(=O)c4cccs4)C3)n2)cc1 (stereo not drawn)	4	-9	3	0	0	2	0.6	-2	-8
NC(=O)c1ccc(C2SCC(=O)N2Cc2ccccc2)cc1 (stereo not drawn)	-3	11	-7	-12	-2	-2	-0.3	-9	3
Cc1ccc(C(=O)Nc2ccc(O)cc2C(=O)O)cc1C	10	12	0	1	-1	2	-0.9	3	20
CCOc1ccc2nc(N(Cc3ccccc3)C(=O)CCNC(C)=O)sc2c1	-29	-5	-12	3	1	-4	0.7	-18	2
COc1ccc(CCNC2=CC(=O)N(c3ccc(F)cc3)C2=O)cc1	0	-2	6	23	0	-4	0.4	23	13
O=C(OCc1ccc(COC(=O)c2ccccn2)cc1)c1ccccn1	-5	6	-3	-2	0	6	1.1	-1	14
COC(=O)C1CCN(C(=O)c2ccc(Cl)c(S(=O)(=O)NCc3ccco3)c2)CC1	4	-7	10	-1	-1	1	0.4	.	7
C#CCOc1coc(COC(=O)c2ccccc2)cc1=O	3	12	6	0	-4	2	4.0	13	-10
COC(=O)c1ccc(CN(c2ccc(OC)cc2)S(=O)(=O)c2ccccc2)cc1	32	13	18	15	-2	18	1.2	4	1
Nc1nc2c(nc(SCc3ccccc3Br)n2C2OC(CO)C(O)C2O)c(=O)[nH]1 (stereo not drawn)	6	12	-6	-3	-3	-17	2.0	0	7
Cc1ccc(S(=O)(=O)N2CCC(C(=O)Nc3ccc(S(=O)(=O)N4CCCC4)cc3)CC2)cc1	3	-12	6	6	-2	-8	0.9	0	-32
COC(=O)COc1ccc2c(=O)c(Oc3ccccc3)c(C)oc2c1	9	10	-15	-3	-2	-4	-1.0	0	16
O=C(N1CCCCCC1)N1CCN(S(=O)(=O)c2cccc([N+](=O)[O-])c2)CC1	-9	27	0	-18	-3	-8	1.4	1	-20
Cc1ccc(-c2nn(-c3ccccn3)c(=O)c3ccccc23)cc1C	1	-2	11	-1	0	5	0.0	1	-4
O=C(Cc1cscn1)c1ccc(O)cc1O	14	3	6	-6	2	1	0.9	-2	13
O=C(Nc1cccc(S(=O)(=O)N2CCOCC2)c1)C1CCCN(C(=O)c2ccc(Cl)cc2)C1 (stereo not drawn)	19	11	3	5	11	-9	-0.8	-4	4
Cc1cc(C)cc(NC(=O)N2CCNC(=O)C2CC(=O)Nc2cc(Cl)ccc2Cl)c1 (stereo not drawn)	-15	-7	-6	6	-4	-5	0.2	-3	-14
Cc1cccc(C2c3[nH]c4ccccc4c3CCN2C(=O)c2ccc(=O)[nH]c2)n1 (stereo not drawn)	-1	-3	14	1	-1	4	-2.0	0	13
Cc1nn(C)c(Cl)c1S(=O)(=O)N1CCC(CO)(CCc2ccccc2)CC1	-8	10	17	1	-2	-8	0.2	5	0
Cc1ccc(N/N=C(\C#N)C(N)=S)cc1C	18	64*	6	7	-1	2	2.2	12	-7
CCOC(=O)C1CCN(C(c2cccc(F)c2)c2sc3nc(C)nn3c2O)CC1 (stereo not drawn)	-7	19	-1	3	-2	12	-1.0	-1	3
CC1(C(=O)O)CCC(C(=O)N2CCOCC2)C1(C)C (stereo not drawn)	1	1	9	3	-2	-9	-2.3	-19	15
Cc1c([N+](=O)[O-])cc(C(=O)Oc2cccc(C(=S)N3CCOCC3)c2)cc1[N+](=O)[O-]	6	-10	0	16	-2	-5	0.1	10	10
COc1ccc(C2CC(=O)Oc3c(C(CCN4CCOCC4)c4cc(OC)c(OC)c(OC)c4)c(OC)cc(OC)c32)cc1 (stereo not drawn)	-1	24	6	0	2	12	-1.2	-5	7
S=c1[nH]nc(-c2cc(-c3ccco3)[nH]n2)n1-c1ccccc1Cl	-10	3	18	-2	-1	4	-1.3	3	-8
CCN1CCCc2cc(CN(CCN3CCOCC3)C(=S)Nc3cc(F)cc(F)c3)ccc21	1	14	6	-8	-4	10	-2.8	8	6
Cc1ccc(OCC(=O)N(C)CC(=O)Nc2ccc(F)c(F)c2F)cc1	-5	-5	11	26	-1	0	1.8	-5	-13
CCCCSc1ccc(NC(=O)c2cccnc2)cc1	-4	-2	7	-7	-1	-9	3.6	-7	-56
Cc1nn(C(C)C(=O)NCc2ccccc2F)c(=O)c2nn(-c3ccccc3)c(C)c12 (stereo not drawn)	1	12	17	4	-4	6	-0.1	-2	15
CC1(C)CNC(=O)c2sc(NC(=O)c3ccccc3)nc2C1	-30	-14	6	-25	-1	7	5.7	-33	-23
CC1CCN(CC(=O)N(C)c2c(N)n(Cc3ccccc3)c(=O)[nH]c2=O)CC1	-12	1	11	-6	2	-4	0.1	5	9
Cc1ccc(C2C3=C(CC(C)(C)CC3=O)NC3=C2C(=O)CC(C)(C)C3)o1	1	20	16	-8	-4	-6	-1.8	-38	30
COc1ccc(NC(=O)Nc2cnccn2)cc1OC	-11	1	-10	5	-4	3	0.1	3	10
COc1cc(CN2CCCC(CO)(Cc3ccccc3C)C2)cc2c1OCO2 (stereo not drawn)	14	12	14	-9	-3	-5	-1.5	-5	-3
CCOc1ccc(NC(=O)Nc2cccs2)cc1	-77	-131	27	3	5	6	4.4	-88	-102
O=C(COC(=O)c1ccccn1)Nc1nccs1	6	-15	-7	-7	0	-1	-1.0	10	-16
O=C(/C=C\c1ccc(-c2ccccc2)o1)c1ccccc1	-15	31	32	17	10	17	79*	-15	3
CCOC(=O)c1[nH]c(C)c(C(=O)Nc2cc(OC)ccc2OC)c1C	70*	49	-15	-13	13	-4	2.3	6	7
CC1CCC(NC(=O)C(NS(=O)(=O)c2cccc3nsnc23)C(C)C)CC1 (stereo not drawn)	11	-13	12	-9	-4	6	-0.5	-10	0
COc1cccc(C(=O)Nc2ccccc2-c2ccccc2)c1	2	10	4	-10	4	-3	-0.4	11	13
Cc1ccc(CNC(=O)c2ccccc2NC(=O)C2=CSCCO2)cc1	15	14	32	11	-5	5	-2.9	8	12
Cc1ccc2[nH]cc(CCNC(=O)CN3C(=O)c4ccccc4C3=O)c2c1	13	13	5	-2	-1	2	-1.3	-3	3
C#CCOc1ccc(/C=C2/C(=O)NN(c3ccc(F)cc3)C2=O)cc1OC	-1	8	4	4	-5	4	1.5	7	-17
O=C(CSc1nc2c(sc3ccccc32)c(=O)n1CCCN1CCCC1)NCc1ccccc1	-8	54*	1	1	2	-2	-1.1	-7	16
CC(=O)Nc1cccc(NC(=O)CSc2nc(=O)n(CCCN3CCOCC3)c3c2CCC3)c1	13	3	5	-12	-4	5	-1.5	-6	1
CC(C)(C)c1cc(CN2CCN(CCO)CC2)cc(C(C)(C)C)c1O	-7	24	3	4	-2	0	-1.8	3	4
Cc1ccc(C(=O)O/N=C(\N)c2cccnc2)cc1[N+](=O)[O-]	-25	-46	0	-7	1	-12	4.6	-44	-67
COc1ccccc1C(=O)NC(CCSC)C(=O)N1CCN(C/C=C/c2ccccc2)CC1 (stereo not drawn)	3	10	8	26	-2	-19	1.4	23	2
COc1ccc2ccccc2c1C1CC(=O)N2CN(Cc3ccco3)CSC2=C1C#N (stereo not drawn)	10	-13	6	3	-3	0	-0.4	5	6
COc1ccc2c(c1)[C@H]1[C@H](CO2)[C@H](c2ccccc2)[C@]2(C)C(=O)Nc3cc(F)c(F)cc3C(=O)N12	29	10	0	10	1	17	0.9	-2	25
NNC(=O)CSc1c(-c2ccccc2)c2cc(Cl)ccc2[nH]c1=O	-33	-45	12	-2	-3	3	0.4	2	-53
Cc1cccc(S(=O)(=O)Nc2cccc3c2C(=O)c2ccccc2-3)c1	-13	-9	12	-5	0	2	-0.1	9	-36
COc1cccc(C2C(C(=O)c3sc(C)nc3C)=C(O)C(=O)N2CCN2CCOCC2)c1OC (stereo not drawn)	-6	6	-14	-4	-6	1	-3.2	0	10
CCOC(=O)c1nnn(CC(=O)Nc2cc(F)ccc2F)c1C(=O)OCC	1	0	13	-4	0	-1	-2.3	8	15
NS(=O)(=O)c1ccc(CCNC(=O)c2ccc(NS(=O)(=O)c3ccc4[nH]c(=O)[nH]c4c3)cc2)cc1	-5	25	-6	-10	-4	0	1.4	7	6
Cc1ccc(C)c(NC(=O)COC(=O)c2cccc(S(=O)(=O)N3CCCCC3)c2)c1	-8	-4	2	-4	1	0	-1.2	-2	7
CC(=O)Nc1ccc(N(C(=O)CNC(=O)c2ccco2)C(C(=O)NCC2CCCO2)c2ccccc2)cc1 (stereo not drawn)	-2	-18	-7	-12	0	2	-0.3	-11	9
C=CCn1c(=N)n(CC(=O)c2ccc(Br)s2)c2ccccc21	7	17	8	0	0	11	-1.9	13	-21
NC(=O)CSc1nc(O)cc(=O)n1-c1ccccc1	-1	-12	-10	-2	-1	1	1.2	-20	9
CCOC(=O)N1CCN(S(=O)(=O)N2CCCC(C(=O)NCCCN3CCCCC3)C2)CC1 (stereo not drawn)	11	3	-6	-4	-2	-4	1.1	29	11
Additional results
SMILES	Jurkat NFkB inh	Mdm2 MdmX PPI	CCR6 antagonist	EBI2 antag	UPR XBP1 act	CXCR6 inh	CHOP UPR activ	Gli-Sufu antag	697 NFkB inh
CCOC(=O)N1CCN(C(=O)c2cc3ccccc3o2)CC1	-5	8	-17	64*	-2	-7	1.0	-12	16
Cc1ccc(C)c2c1cc(C)c1nnc(SCC(=O)Nc3nc4c(s3)CCCC4)n12	5	41	16	-2	-3	-7	1.7	4	1
CC(C)[C@H](NC(=O)[C@H](CCCN=C(N)N)NC(=O)NC(Cc1ccccc1)C(=O)O)C(=O)NC(C=O)CCCN=C(N)N (stereo partly drawn)	6	-14	8	3	-5	3	0.5	-1	19
Cc1cccc(NC(=O)C2CCN(S(=O)(=O)c3ccc(Cl)cc3)CC2)n1	2	11	17	11	-2	6	-2.6	5	10
COc1ccccc1OCC(=O)Nc1ncc(C)s1	-134	-40	3	6	-1	6	0.2	-69	-149
O=S(=O)(O)c1cc(OS(=O)(=O)c2ccccc2)cc2ccccc12	11	9	8	-5	1	-3	1.6	-6	-12
